12-LOX inh = Primary qHTS assay for inhibitors of human arachidonate 12S-lipoxygenase (ALOX12): Round 2 | Polyunsaturated fatty acid lipoxygenase ALOX12 (Homo sapiens), P18054 | purified 12hLO, xylenol orange hydroperoxide absorbance | Potency, µM (series often up to 108 µM), inactives show top-dose activity change, negative = inhibition, most hits filed as inhibitors | hit rate 1.1% among 580,000 | AID 1671190, 2021; note: % is set by controls: 0 for no effect and ±100 for the full control effect
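Purified human 12hLO at 150 nM in 25 mM Hepes, 0.01% Triton X-100, pH 7.0, preincubated 15 min at room temperature with compound. Reaction started with 40 uM arachidonic acid, 30 min at room temperature. Hydroperoxide measured by Fe-xylenol orange, 573/405 nm absorbance ratio.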
ERG Ets-DNA blk = qHTS for Small Molecule Inhibitors of the ERG Ets/DNA interaction; Potency, µM (top dose mostly 76.9 µM), for inactives: top-dose FP activity, negative = inhibition, usual class: inhibitors; AID 624246, 2012; fluorescence polarization, His-ERG Ets domain / labelled DNA; hit rate 0.028% among 370,000; active = well fitted inhibition curve with a large enough effect in the polarisation, with a control signal flat; inconclusive = small, poorly fitted or top-dose-only effect, or effect the other way, or a change in a side signal; inactive = no such curve, though single readings can be large or run the other way; the % refers to the polarisation;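 note: polarization taken with two DNA probes labelled with fluorescein and Texas red; % of control where 0% means no effect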
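His-tagged ERG Ets domain (1 uM in the protein solution; 300mM KCl, 50mM Tris-HCl, 1mM EDTA, 1mM DTT, pH 7.5) received compound, then a probe mix of 5 nM fluorescein-DNA and 100nM Texas-615-DNA. Fluorescence polarization was read for both dyes.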
JMJD2A Tudor inh = qHTS Assay for Inhibitors of JMJD2A-Tudor Domain; AlphaScreen JMJD2A-Tudor / H3K4me3 peptide binding; Potency, µM (doses to about 114 µM), for the others: top-dose activity change, negative = inhibition, actives largely listed as inhibitors; hit rate 4.4% among 390,000; note: % is set by controls: 0 for no effect and ±100 for the full control effect; nearly all actives have a fitted effect of over 50% in size
GLS inhibitor = qHTS for Inhibitors of Glutaminase (GLS) | hit rate 0.21% among 410,000 | Potency, µM (doses to about 45.5 µM), for inactives: at the top dose activity change, negative = inhibition, usual class: inhibitors | Glutaminase kidney isoform, mitochondrial (Homo sapiens), O94925 | GLS enzymatic activity, qHTS titration; note: % is set by controls: 0 for no effect and ±100 for the full control effect
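Two-point fluorescence kinetic (t0, 30 min RT) for hKGA; glutamate detected via glutamate oxidase–HRP–Amplex Red. Substrate: 1 mM L-glutamine solution; buffer 45 mM KH2PO4, pH 8.2.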
HP1b chromo inh = HTS for Inhibitors of HP1-beta Chromodomain Interactions with Methylated Histone Tails. AlphaScreen HP1-beta / biotin-H3K9me3 peptide binding. Potency, µM (titrated, usually from 114 µM), inactives show at the highest dose activity change, negative = inhibition, usual class: inhibitors. hit rate 0.56% among 390,000; note: nearly all actives have a fitted effect of over 70% in size; inactives centre near 23
Target sequence (P83916 whole entry, looked up): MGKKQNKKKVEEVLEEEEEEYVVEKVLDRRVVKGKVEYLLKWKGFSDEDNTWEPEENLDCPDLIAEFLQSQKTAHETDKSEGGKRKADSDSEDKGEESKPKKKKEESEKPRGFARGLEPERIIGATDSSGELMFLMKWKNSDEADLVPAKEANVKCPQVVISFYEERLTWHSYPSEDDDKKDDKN
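HP1-beta protein (50 nM final) preincubated 30 min at room temperature with biotinylated H3(1-18)K9me3 peptide (50 nM) in PBS pH 7.4, 0.01% Tween-20, then compound added for 30 min. AlphaScreen streptavidin donor/nickel chelate acceptor beads (10 ug/mL final), 30 min dark, luminescence read.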
RGS4 inhibitor = Inhibitors of Regulator of G Protein Signaling (RGS) 4: qHTS | Regulator of G-protein signaling 4 (Homo sapiens), P49798 | Transcreener GDP fluorescence polarization, RGS4-accelerated GTP hydrolysis | Potency, µM (series often up to 114 µM), for the others: at the highest dose activity change, negative = inhibition, usual class: inhibitors | hit rate 0.039% among 390,000; note: % is set by controls: 0 for no effect and ±100 for the full control effect; nearly all actives have a fitted effect of over 75% in size; some results filed as inactive show a strong effect at the top dose
Target sequence (P49798 whole entry, looked up): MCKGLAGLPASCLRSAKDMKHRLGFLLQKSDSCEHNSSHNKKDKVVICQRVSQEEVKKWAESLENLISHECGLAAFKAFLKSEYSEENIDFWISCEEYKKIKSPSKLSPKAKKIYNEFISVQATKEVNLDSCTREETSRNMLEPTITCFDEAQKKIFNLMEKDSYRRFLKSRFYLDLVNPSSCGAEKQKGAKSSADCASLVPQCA
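MLSMR compounds (23 nl, pin-transferred) preincubated 10 min at room temperature with a 500nM (2x) first reagent, then RGS4 at 900nM (2x) plus Transcreener GDP mix added; fluorescence polarization (620/688 nm) read before and after 90 min at 30 °C.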
Pin1 inhibitor = qHTS Assay to Find Inhibitors of Pin1; Pin1 FP peptide displacement, HiFluor488, 10 min; hit rate 0.009% among 390,000; Potency, µM (titrated, usually from 115 µM), for inactives: top-dose activity, negative = inhibition, hits mostly inhibitors; active = well fitted inhibition curve with a large enough effect in the polarisation, with a control signal flat, not every such curve was filed as active; inconclusive = small, poorly fitted or top-dose-only effect, or effect the other way, or a change in a side signal; inactive = no such curve, though single readings can be large or run the other way; the % refers to the polarisation; note: % is set by controls: 0 for no effect and ±100 for the full control effect
Target sequence (Q13526 whole entry, looked up): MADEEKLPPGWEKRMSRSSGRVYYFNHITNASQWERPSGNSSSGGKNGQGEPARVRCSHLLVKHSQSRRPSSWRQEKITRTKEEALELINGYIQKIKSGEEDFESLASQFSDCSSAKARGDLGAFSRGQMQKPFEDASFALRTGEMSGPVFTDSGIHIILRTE
rTrxR1 inhibitor = qHTS Assay for Inhibitors of Mammalian Selenoprotein Thioredoxin Reductase 1 (TrxR1): qHTS; hit rate 1% among 390,000; AID 588453, 2011; Thioredoxin reductase 1, cytoplasmic (Rattus norvegicus), O89049; Potency, µM (top dose mostly 114 µM), without a hit: top-dose activity change, negative = inhibition, hits mostly inhibitors; recombinant rTrxR1, NADPH fluorescence consumption, selenite substrate; note: % is set by controls: 0 for no effect and ±100 for the full control effect; nearly all actives have a fitted effect of over 65% in size
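Rat TrxR1 (90 nM in the dispensed reagent) was pre-reduced with 400 uM NADPH for 5 min at room temperature, then incubated with compound for 15 min. After 400 uM selenite was added, NADPH fluorescence (Ex 340/Em 450 nm) was followed for 8 min.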
PGK inhibitor = qHTS Assay to Find Inhibitors of Phosphoglycerate Kinase; Phosphoglycerate kinase, glycosomal (Trypanosoma brucei brucei), P07378; PGK/GAPDH coupled, Kinase-Glo luminescence, 60 min; Potency, µM (titrated, usually from 57.5 µM), without a hit: at the top dose activity change, negative = inhibition, actives largely listed as inhibitors; hit rate 0.043% among 380,000; note: % is set by controls: 0 for no effect and ±100 for the full control effect; nearly all actives have a fitted effect of over 60% in size
Target sequence (P07378 whole entry, looked up): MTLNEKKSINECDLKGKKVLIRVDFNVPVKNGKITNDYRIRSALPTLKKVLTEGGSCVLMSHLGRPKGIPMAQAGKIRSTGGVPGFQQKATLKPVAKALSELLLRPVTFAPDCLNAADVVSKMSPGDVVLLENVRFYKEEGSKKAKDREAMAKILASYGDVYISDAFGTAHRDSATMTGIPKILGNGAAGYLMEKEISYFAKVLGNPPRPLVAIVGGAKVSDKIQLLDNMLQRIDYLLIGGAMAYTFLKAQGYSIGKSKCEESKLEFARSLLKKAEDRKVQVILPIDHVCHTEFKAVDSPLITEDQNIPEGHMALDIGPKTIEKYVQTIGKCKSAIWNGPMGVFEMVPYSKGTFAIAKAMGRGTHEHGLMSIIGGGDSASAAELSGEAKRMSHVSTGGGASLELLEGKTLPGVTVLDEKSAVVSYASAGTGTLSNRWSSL
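Luminescent ATP detection (Kinase-Glo Plus) follows a 60-minute room-temperature incubation, with wells lacking PGK as controls. Buffer: 100 mM TEA (pH 7.6), 5 mM MgCl2, 0.01% Tween-20. Coupling enzyme GAPDH (100 nM final) supplies unstable 1,3-BPG in-well.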
Active calls of the source: *; i = inactive; ? = inconclusive; · = not tested or not shown; & = joins results of further samples; [ ] = remark or other dose. Unless noted, calls come from the whole dose curve; as a rule, active = well fitted curve in the direction sought with a large enough effect; inconclusive = small, poorly fitted or top-dose-only effect, or another doubt; inactive = no such curve, though single readings can be large; an effect the other way counts as inactive or inconclusive. Potency is the fitted concentration of half-maximal effect. This is a subset (hit frequency here may not be typical).

SMILES	12-LOX inh	ERG Ets-DNA blk	JMJD2A Tudor inh	GLS inhibitor	HP1b chromo inh	RGS4 inhibitor	Pin1 inhibitor	rTrxR1 inhibitor	PGK inhibitor
CC1(C)[C@@H](O)CC[C@]2(C)C3C(O)C=C4[C@H]5C[C@@](C)(CO)CC[C@]5(C)CC[C@]4(C)[C@]3(C)CC[C@@H]12 (stereo partly specified)	15%	2%	-25%	0%	60%[activator]	-14%	?	3%	4%
CC1CN(C(=O)COC(=O)c2cc3ccccc3cc2O)CC(C)O1 (stereo unspecified)	26%	-1%	-12%	-1%	5%	-27%	-3%	6%	i
CCn1c(=O)c2c(nc(SCC(=O)N3CCC(C)CC3)n2C)n(C)c1=O	-4%	3%	?	0%	-1%	7%	3%	5%	3%
C=Cn1c(C(=O)O)cc(CC)c1-c1ccccc1	0%	0%	-34%	1%	9%	-5%	5%	16%	i
Cc1ccc(Cl)cc1-n1ncc2c(N3CCC(C(N)=O)CC3)ncnc21	-11%	-1%	-8%	6%	35%	6%	-11%	-1%[57.1 µM]	i
COc1ccc(CC(=O)NCC2COc3ccccc3O2)cc1 (stereo unspecified)	0%	9%	-13%	-3%	11%	-14%	0%	30%	-8%
O=C(COc1ccc(Cl)cc1)NCc1nnc(SCC(=O)N2CCCCCC2)o1	-8%	6%	-12%	-5%	63%[activator]	-22%	0%	12%	i
CCOC(=O)N1CCN(C(=O)CN(c2ccc(OCC)cc2)S(C)(=O)=O)CC1	0%	1%	-3%	-6%	22%	-19%	0%	2%	-1%
CCn1c(SCC(=O)N2CCN(c3ccccc3)CC2)nnc1-c1c[nH]c2ccccc12	-2%	-9%	-25%	5%	19%	?	2%	12%[57.1 µM]	-9%
CC(c1nnc(SCC(=O)Nc2cccnc2Cl)n1Cc1ccccc1)N(C)C (stereo unspecified)	19%	11%	-6%	-13%	39%[activator]	41%	-4%	6%	7%
CCn1ccnc1CNC(=O)CC1C(=O)NCCN1CC(c1ccccc1)c1ccccc1 (stereo unspecified)	-9%	8%	-17%	-3%	30%	-2%	-9%	0%[57.1 µM]	1%
CCOC(=O)c1c(NC(=O)CSc2n[nH]c(CNc3ccccc3)n2)sc(C)c1C	2%	3%	-10%	1%	22%	-10%	3%	14%[57.1 µM]	·
Cc1ccc(N2C(=O)CC(N3CCN(c4ccccn4)CC3)C2=O)cc1 (stereo unspecified)	-14%	1%	-6%	-7%	52%[activator]	3%[11.4 µM]	-8%	37%[activator]	i
CCc1c(C)nc(SCC(=O)Nc2ccc3c(c2)OCCO3)[nH]c1=O	3%	12%	-2%	2%	24%	0%	-4%	10%[57.1 µM]	-2%
CC(Sc1nnc(C2CC2)n1C)C(=O)Nc1ccc2c(c1)CCC2 (stereo unspecified)	-7%	-2%	-12%	-6%	23%	10%	-8%	27%	-4%
Brc1ccc(-c2ccc(CNCCSc3nnnn3-c3ccccc3)o2)cc1	-22%	-5%	-35%	1%	8%	-24%	?	?	-3%
COCc1c(C#N)c(NCc2cc(OC)c(OC)c(OC)c2)nc(C)c1[N+](=O)[O-]	11%	5%	-31%	1%	9%	15%	0%	-2%	i
Cc1cc(NC(=O)CO/N=C/c2ccc3c(c2)OCO3)ccc1Br	-22%	-1%	-8%	-1%	42%[activator]	22%	7%	27%	7%
CC1CCN(S(=O)(=O)c2ccc3c(c2)N(CC(=O)NCCc2ccc(Cl)cc2)C(=O)CO3)CC1	-13%	4%	-5%	-15%	41%[activator]	23%	2%	8%	-1%
Cn1cnnc1SCCNS(=O)(=O)c1ccccc1	17%	-3%	-8%	2%	19%	-4%	0%	-3%	0%
CC(CO)(CO)NCc1ccc(-c2ccccc2)cc1	-9%	12%	-9%	-7%	33%	3%	-10%	-3%	-4%
CCN(C(=O)c1nn(-c2ccc(OC)c(Cl)c2)c(=O)c2c1c1ccccc1n2C)c1cccc(C(F)(F)F)c1	-10%	-2%	-24%	10%	-1%	2%	-2%	34%	i
O=C1CC2C(=O)NCCN2C(=NC(=O)c2ccccc2)N1 (stereo unspecified)	15%	1%	-7%	4%	31%	17%	-10%	6%[57.1 µM]	8%
CC(NC(=O)Cn1nc(-c2ccccc2)ccc1=O)c1ccccc1 (stereo unspecified)	0%	15%	-6%	-9%	26%	9%	-4%	16%	-7%
O=C(NCc1cccnc1)c1ccccc1CCc1ccccc1	-12%	10%	-7%	1%	21%[57 µM]	19%	4%	13%	2%
CCCN1C(=O)c2[nH]nc(-c3ccc(OC)cc3)c2C1c1ccccn1 (stereo unspecified)	-4%	3%	-5%	1%	49%[activator]	-5%	-7%	4%	i
CC(C)C[C@@H]1NC(=O)[C@H](Cc2ccc(O)cc2)NC(=O)c2cc([N+](=O)[O-])cc(I)c2NCCC[C@@H](C(N)=O)NC1=O	·	15%	-19%	5%	22%	-15%	6%	12%	-1%
CCC1([N+](=O)[O-])COC(c2ccc(C(C)C)cc2)OC1 (stereo unspecified)	-25%	-2%	15%	-7%	47%[activator]	-8%	0%	10%	10%
Cc1cc(NC(=O)COc2ccc3oc4ccccc4c3c2)no1	8%	0%	5%[11.4 µM]	56%[activator]	-12%	-21%[11.4 µM]	-2%	21%[57.1 µM]	-2%
COc1ccc(S(=O)(=O)N(C)C)cc1NCC(=O)Nc1cccc(C#N)c1	9%	-5%	-10%	8%	0%	-8%	-17%	-5%[57.1 µM]	-12%
Cc1cccc(N2CCN(c3nc4ccc(Cl)cc4n4cnnc34)CC2)c1C	-13%	6%	-10%	-7%	40%[activator]	4%	-1%	9%	-1%
CCN(CCCNC(=O)C1c2ccccc2C(=O)N(CCOC)C1c1ccc(F)cc1)Cc1ccccc1 (stereo unspecified)	0%	-8%	-19%	-1%	10%	20%	2%	25%[57.1 µM]	-4%
CCC1=C(OC(=O)N(CC)CC)N2C(=O)OC(=NCCc3c[nH]c4ccccc34)[C@]2(Cc2ccccc2)[C@H]2C1=CC[C@H]1C(=O)NC(=O)[C@H]12	?	0%	?	3%	13%	-20%	56%[activator]	14%[57.1 µM]	-10%
COc1ccc(NC(=O)C2CCN(C(=O)c3cccs3)CC2)cc1OC	-61%	0%	-6%	-3%	66%[activator]	-34%	0%	7%[57.1 µM]	0%
CCOc1cc(C(=O)N2CCN(c3ccc(C(C)=O)cc3)CC2)cc(OCC)c1OCC	-20%	7%	-54%	-9%	27%	-25%	-5%	-6%	-12%
Cc1noc(C)c1S(=O)(=O)Nc1ccc(C(=O)O)cc1	120%[activator]	2%	-5%[11.4 µM]	-9%	16%	-14%[11.4 µM]	-6%	16%[57.1 µM]	-11%
CSc1ccc(CCNC(=O)c2nn(C)c3c2CS(=O)(=O)c2ccccc2-3)cc1	-1%	0%	6%	0%	48%[activator]	9%	-11%	33%	i
Cc1cc(=O)oc2c(C)c(OCC(=O)N3CC[C@@]4(O)CCCC[C@H]4C3)ccc12	3%	-6%	-12%	12%	20%	8%	1%	6%	3%
Cc1ccc(Cn2c(=O)n(Cc3ccccc3)c(=O)c3oc4ccccc4c32)cc1	-13%	0%	-10%	14%	25%	10%	1%	21%	5%
CSc1nc2sc3c(c2c(=O)n1-c1ccc(C)c(Cl)c1)CCN(C(C)=O)C3	-22%	8%	-32%	1%	31%[activator]	-7%	2%	14%	-8%

The last two records of the section before are carried over, then new ones follow.
SMILES	12-LOX inh	ERG Ets-DNA blk	JMJD2A Tudor inh	GLS inhibitor	HP1b chromo inh	RGS4 inhibitor	Pin1 inhibitor	rTrxR1 inhibitor	PGK inhibitor
Cc1ccc(Cn2c(=O)n(Cc3ccccc3)c(=O)c3oc4ccccc4c32)cc1	-13%	0%	-10%	14%	25%	10%	1%	21%	5%
CSc1nc2sc3c(c2c(=O)n1-c1ccc(C)c(Cl)c1)CCN(C(C)=O)C3	-22%	8%	-32%	1%	31%[activator]	-7%	2%	14%	-8%
CN(C(=O)CCc1nnc(CCCCc2ccccc2)o1)C1CC(C)(C)NC(C)(C)C1	-2%	-6%	-13%	0%	7%	-19%	-6%	18%[57.1 µM]	-3%
O=C1c2ccccc2[C@@H]2C[C@H](NC34CC5CC(CC(C5)C3)C4)[C@@H](O)CCN12	-14%	-7%	-8%	-4%	30%	-9%	-3%	6%	-4%
Cc1cc(CSc2ccc(Cl)cc2)ccc1N	?	10%	?	1%	-10%	-7%	-8%	4%	0%
COc1cc(C(c2c(C)[nH][nH]c2=O)c2c(C)[nH][nH]c2=O)cc(Br)c1OC	0%	-1%	-22%	8%	21%	-44%	0%	?	i
Cc1cccc(CNC(=O)Cn2nc(C)n3c(cc4cc(F)ccc43)c2=O)c1	-13%	-1%	0%	7%	28%	20%	0%	15%	2%
O=C1c2ccccc2NC(c2ccc(O)cc2)N1Cc1ccco1 (stereo unspecified)	?	1%	-26%[57.1 µM]	13%	15%[57 µM]	-1%&-1%	4%&7%	-9%&1%	-3%

High-throughput results as filed in PubChem.
